Screening results as filed in PubChem BioAssay.
Runt-CBFb FRET = Runt domain-CBFb interaction inhibition. hit rate 0.46% among 220,000. inhibition, % at 20 µM. Cerulean-Runt/Venus-CBFb FRET ratio 530/480, 1 h. AID 1496. Q01196+Q13951;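 active means inhibition over about 50% at 20 µM in the single-dose screen, limit read from the data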;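 further: 0% = DMSO wells and 100% = excess unlabeled CBFb competitor control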
Target sequence (Q01196 whole entry, looked up, the tested form may be a part): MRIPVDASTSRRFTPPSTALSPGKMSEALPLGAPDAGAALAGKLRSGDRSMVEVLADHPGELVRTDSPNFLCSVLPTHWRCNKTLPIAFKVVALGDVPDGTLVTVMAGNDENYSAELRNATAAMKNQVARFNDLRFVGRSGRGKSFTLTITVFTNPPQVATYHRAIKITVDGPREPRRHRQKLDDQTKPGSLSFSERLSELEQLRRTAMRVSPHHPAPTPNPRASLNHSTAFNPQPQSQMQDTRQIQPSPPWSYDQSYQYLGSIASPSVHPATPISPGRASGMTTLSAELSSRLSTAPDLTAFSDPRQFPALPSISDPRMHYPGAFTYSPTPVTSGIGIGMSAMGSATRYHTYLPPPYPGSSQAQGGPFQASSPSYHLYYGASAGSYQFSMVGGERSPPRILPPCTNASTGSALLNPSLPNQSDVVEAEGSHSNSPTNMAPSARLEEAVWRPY
Target sequence (Q13951 whole entry, looked up, the tested form may be a part): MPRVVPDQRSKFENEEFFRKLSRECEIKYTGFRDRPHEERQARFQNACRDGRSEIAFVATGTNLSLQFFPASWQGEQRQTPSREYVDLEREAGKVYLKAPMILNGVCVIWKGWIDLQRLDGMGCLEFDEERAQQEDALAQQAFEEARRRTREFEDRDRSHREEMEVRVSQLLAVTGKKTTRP
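System: Cerulean-labeled Runt domain protein | Quantity: 100 nM of each labeled protein | Schedule: 1 h compound exposure, room temperature | Detection: Fluorescence energy transfer, 422 nm excitation, 530/480 nm emission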
FXIa inh = factor XIa (human) inhibition; AID 798; P03951; inhibition, % at 5 µM; hit rate 0.14% among 220,000; purified FXIa, Boc-Glu-Ala-Arg-AMC fluorogenic substrate;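 active means inhibition of at least 40%; inactive means inhibition below 40%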;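 further: fluorescence of freed AMC excited at 355 nm; 0% = enzyme without compound and 100% = no enzyme blank; many of its hits are not listed in these tables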
KLK5 inh = blocks human kallikrein 5 protease activity | Q9Y337 | recombinant hK5, fluorogenic AMC substrate cleavage | inhibition, % at 5 µM | hit rate 0.59% among 210,000;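 active means inhibition of 40% or more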;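 further: 0% = enzyme controls without compound and 100% = no-enzyme blanks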
Runt-SMMHC FRET = Runt domain-CBFb-SMMHC interaction inhibition | Q01196+Q13951 | Cerulean-Runt/Venus-CBFb-SMMHC FRET ratio 530/480, 1 h | inhibition, % at 20 µM | hit rate 0.74% among 220,000;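 active means mean inhibition across duplicate retests at 20 µM reaching about 50%, limit read from the data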;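 further: 0% = DMSO wells and 100% = wells with excess untagged CBFb-SMMHC; inhibitors lower the FRET ratio by blocking Runt binding to CBFb-SMMHC; some results filed as inactive read as strong as hits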
Thrombin inh = thrombin (human) inhibition; alpha-thrombin, Boc-VPR-AMC fluorogenic substrate cleavage; inhibition, % at 5 µM; hit rate 0.26% among 220,000;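 active means inhibition at or above 40%; inactive means inhibition below 40%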;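 further: 0% = enzyme with no compound and 100% = wells without enzyme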
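System: Human alpha-thrombin protein | Medium: pH 7.5 Tris (50 mM) with NaCl 150 mM, Tween 20 0.05% | Times: Enzyme reaction carried out at room temperature | Detection: AMC fluorescence, 355/460 nm | Evaluation: Percent inhibition scaled between no-compound controls and no-enzyme blanks | Benchmarks: Enzyme without compound as high, wells lacking enzyme as low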
14-3-3 Bad PPI = disrupts binding of bovine 14-3-3 zeta to phospho-Bad peptide; P63103; TR-FRET 14-3-3zeta/Dy647-pBad peptide displacement, 1 h; inhibition, % at 21.7 µM; hit rate 0.71% among 220,000;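 active means inhibition above about 70%, limit read from the data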;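 further: 0% = full 14-3-3 plus peptide FRET controls and 100% = background without 14-3-3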
Target sequence (P63103 whole entry, looked up): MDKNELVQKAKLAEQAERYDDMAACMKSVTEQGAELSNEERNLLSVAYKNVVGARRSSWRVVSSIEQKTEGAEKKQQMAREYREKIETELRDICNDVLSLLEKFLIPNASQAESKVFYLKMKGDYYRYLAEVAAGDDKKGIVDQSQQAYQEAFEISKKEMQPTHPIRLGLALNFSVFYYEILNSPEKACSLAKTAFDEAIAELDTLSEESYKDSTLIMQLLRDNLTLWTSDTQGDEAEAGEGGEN
Hck-Nef inh = human Hck-Nef kinase inhibition; hit rate 0.68% among 220,000; P08631; Recombinant Hck-YEEI plus Nef, Z-Lyte FRET kinase assay; inhibition, % at 20 µM; AID 463187;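 active means Hck-Nef kinase inhibition above about 50%, limit read from the data; inactive means inhibition below that limit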;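 further: 0% = DMSO with Hck plus Nef and 100% = Hck alone without Nef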
Wee1 stabilizer = blocks degradation of human Wee1 kinase. reporter increase, % at 5 µM. hit rate 1.2% among 220,000. P30291. HeLa Luc-Wee1K328M stability, luciferase luminescence; 100% = proteasome inhibitor MG132 effect;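 active means activation above the mean of all tested compounds plus 3 SD, set per screening run, cut at about 8.8% in these data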;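 further: cells exposed to compound for 20 h before luminescence read; 0% = DMSO alone and 100% = MG132 at 30 µM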
FXIIa inh 1536 = factor XIIa (human) inhibition. P00748. inhibition, % at 5 µM. purified FXIIa, Boc-QGR-AMC fluorogenic substrate, 2 h. hit rate 0.3% among 220,000; in the data active means inhibition above about 40%;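 further: 0% = enzyme with no compound and 100% = blank without enzyme; many of its hits are not listed in these tables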
An asterisk follows results filed as active; nt = not tested or not shown; [ ] = dose if it differs, or a comment.

[1] O=C(Nc1cccnc1)c1ccc(Cl)c([N+](=O)[O-])c1
[2] Cc1ccccc1C(=O)Nc1ccc(C(=O)N/N=C/c2ccc(O)c(Br)c2)cc1
[3] CCN(CC)c1ncnc2ccc(Br)cc12
[4] CC(C)(C)c1cc(CN2CCN(CCC#N)CC2)cc(C(C)(C)C)c1O
[5] O=C(CN1C(=O)CSC1=O)Nc1ccccc1F
[6] CNc1nc(N)c([N+](=O)[O-])c(NCCO)n1

assay / entry,1,2,3,4,5,6
Runt-CBFb FRET,0,-4,nt,-1,2,0
FXIa inh,-3,0,-1,4,1,8
KLK5 inh,-9,4,8,-5,2,-15
Runt-SMMHC FRET,0,-5,-4,-4,0,-5
Thrombin inh,2,-7,-5,3,-2,-9
14-3-3 Bad PPI,-6,-6,44,-9,11[fluorescence artefact?],5
Hck-Nef inh,10,7,0,1,-1,5
Wee1 stabilizer,0,-2,0,1,-4,2
FXIIa inh 1536,4,5,11,10,12,8

[7] CCOC(=O)c1ccc(NC(=O)COc2ccccc2CNCCc2ccccc2)cc1
[8] COc1ccc(-c2ccc(-c3nnn(CC(=O)N4CCOCC4)n3)cc2)cc1
[9] COc1ccccc1N1CCN(C(=O)C(Sc2ccccc2)c2ccccc2)CC1 (centres undefined)
[10] O=C(COc1ccccc1-c1ccccc1)NNC(=O)NC1CCCCC1
[11] COc1ccc(C(C)(C)C)cc1NC(=O)c1ccc2c(c1)SC1=NS(=O)(=O)CCN12
[12] CCOC(=O)N1CCN(C(=O)CSCc2nc(-c3ccccc3C)oc2C)CC1

assay / entry,7,8,9,10,11,12
Runt-CBFb FRET,0,0,-2,-2,-3,-2
FXIa inh,-10,7,3,-1,-3,4
KLK5 inh,-25,-5,-12,nt,1,3
Runt-SMMHC FRET,-6,6,2,5,0,2
Thrombin inh,0,2,-10,-2,-2,5
14-3-3 Bad PPI,3,44,-4,-3,1,4
Hck-Nef inh,-1,0,1,5,-32,0
Wee1 stabilizer,-2,7,-3,-2,0,5
FXIIa inh 1536,-6,15,16,13,nt,15

[13] COc1ccc(/C(C)=N/NC(=O)c2sccc2-n2cccc2)cc1
[14] Cc1ccc(N2CCN(CC3CC=CCC3)CC2)cc1 (centres undefined)
[15] CSc1cccc(NC(=O)Nc2nc3c(C)cccc3s2)c1
[16] COc1ccc(NC(=S)NCc2ccc(S(N)(=O)=O)cc2)c(OC)c1
[17] COc1ccc(CNc2cc(NCCCO)c([N+](=O)[O-])c3nonc23)cc1
[18] COc1ccc(OCCC(=O)c2ccc(OC)cc2)cc1

assay / entry,13,14,15,16,17,18
Runt-CBFb FRET,-1,0,0,26,-12,1
FXIa inh,6,4,-2,1,2,-4
KLK5 inh,17,-20,-4,-19,-2,-4
Runt-SMMHC FRET,2,1,-3,12,-2,0
Thrombin inh,2,-8,-2,0,7,-10
14-3-3 Bad PPI,-10,19,1,-10[fluorescence artefact?],-7,-6
Hck-Nef inh,24,0,-9,-1,9,10
Wee1 stabilizer,9,-3,-1,4,5,-2
FXIIa inh 1536,14,18,1,10,8,3

[19] CCn1c(SCC(=O)N2CCOCC2)nc2sc3c(c2c1=O)CCCC3
[20] Cc1nn(-c2ccccn2)c2nc(-c3cccs3)cc(C(=O)N3CCOCC3)c12
[21] O=C(Nc1ccccc1-c1ccccc1)c1cc(C(F)(F)F)cc(C(F)(F)F)c1
[22] Cc1ccccc1C(=O)Nc1ccccn1
[23] CNC(=O)c1ccc(Nc2nnc(C)c3ccccc23)cc1
[24] CCn1cnc2cc(NCc3cccs3)ccc21

assay / entry,19,20,21,22,23,24
Runt-CBFb FRET,-1,2,-3,2,0,10
FXIa inh,-7,-9,-1,-8,9,-2
KLK5 inh,-12,-7,-4,-1,-9,-1
Runt-SMMHC FRET,-3,2,-4,-4,4,6
Thrombin inh,-8,-7,-6,-7,2,-2
14-3-3 Bad PPI,0,4[fluorescence artefact?],5,1,0,-11
Hck-Nef inh,-1,4,7,0,-3,-3
Wee1 stabilizer,2,-2,-2,0,-2,0
FXIIa inh 1536,0,-34,-4,-5,16,nt

[25] CCOC(=O)N1CCN(C(=O)CSCc2ccccc2Cl)CC1
[26] CCOC(=O)N1CCN(S(=O)(=O)c2ccc(C(=O)NNc3nc4c(C)cc(C)cc4s3)cc2)CC1
[27] COc1ccc(NS(=O)(=O)c2cc(NC(=O)c3cnccn3)ccc2N2CCCC2)cc1
[28] S=C(Nc1ccccc1)Nc1nc2ccccc2n1CCOc1ccccc1
[29] O=C(CCCN1C(=O)c2ccccc2C1=O)Nc1ccc(S(=O)(=O)N2CCCCC2)cc1
[30] c1ccc(CCSc2nccn2-c2ccccc2)cc1

assay / entry,25,26,27,28,29,30
Runt-CBFb FRET,-2,33,-4,2,1,2
FXIa inh,18,6,21,0,-19,-3
KLK5 inh,-7,-50,-15,-221,9,-31
Runt-SMMHC FRET,1,3,-4,9,1,7
Thrombin inh,0,-1,-5,2,0,-3
14-3-3 Bad PPI,-2[fluorescence artefact?],-8,17,-5,8[fluorescence artefact?],-7
Hck-Nef inh,1,-9,6,0,2,1
Wee1 stabilizer,-2,3,-2,-1,1,1
FXIIa inh 1536,7,8,23,19,15,8

[31] Cc1nc(-c2cc(C#N)c(=O)[nH]c2C)cs1
[32] COc1cc(C2=NOC(C(=O)NC3CCCCC3)C2)cc(OC)c1OC (centres undefined)
[33] Cc1cc(C(=O)OCC(=O)NCc2ccco2)c(C)n1-c1ccc(F)cc1
[34] CCN(C(=O)COC(=O)CNC(=O)c1ccc(F)cc1)C1CCS(=O)(=O)C1 (centres undefined)
[35] Cc1cccc(-n2c(C)cc(/C=N/NC(=O)c3ccc(CN4CCOCC4)cc3)c2C)c1
[36] CCOC(=O)C1C(=O)C=C(Nc2ccccc2F)CC1c1ccccc1 (centres undefined)

assay / entry,31,32,33,34,35,36
Runt-CBFb FRET,-2,1,1,0,-1,1
FXIa inh,-3,-3,2,-4,-3,-10
KLK5 inh,-1,-13,-1,-5,-17,-9
Runt-SMMHC FRET,0,-5,1,4,-2,0
Thrombin inh,-6,-1,-1,1,-9,-9
14-3-3 Bad PPI,-1,23,-7,-6,0,0[fluorescence artefact?]
Hck-Nef inh,-18,1,2,20,2,1
Wee1 stabilizer,-1,-3,7,2,-3,-2
FXIIa inh 1536,0,16,17,1,3,2

Five records drawn at random from the list so far:
[17] COc1ccc(CNc2cc(NCCCO)c([N+](=O)[O-])c3nonc23)cc1
[31] Cc1nc(-c2cc(C#N)c(=O)[nH]c2C)cs1
[30] c1ccc(CCSc2nccn2-c2ccccc2)cc1
[34] CCN(C(=O)COC(=O)CNC(=O)c1ccc(F)cc1)C1CCS(=O)(=O)C1 (centres undefined)
[27] COc1ccc(NS(=O)(=O)c2cc(NC(=O)c3cnccn3)ccc2N2CCCC2)cc1

assay / entry,17,31,30,34,27
Runt-CBFb FRET,-12,-2,2,0,-4
FXIa inh,2,-3,-3,-4,21
KLK5 inh,-2,-1,-31,-5,-15
Runt-SMMHC FRET,-2,0,7,4,-4
Thrombin inh,7,-6,-3,1,-5
14-3-3 Bad PPI,-7,-1,-7,-6,17
Hck-Nef inh,9,-18,1,20,6
Wee1 stabilizer,5,-1,1,2,-2
FXIIa inh 1536,8,0,8,1,23

(continued)
[37] Cc1ccc(-c2nnn(CC(=O)N3c4ccccc4CCc4ccccc43)n2)cc1
[38] COCCC(=O)Nc1ccc2c(c1)CN(C(=O)CCSC)CC2
[39] CCN1CC(CN(C)Cc2cn(-c3cccc(C)c3)nc2-c2cccc(F)c2)CC1=O (centres undefined)
[40] Nc1nnc(SCn2nnc3ccccc3c2=O)s1
[41] Cc1nn(-c2ccccc2)c2c1C1(C(=O)N(C)c3ccccc31)C(C#N)=C(N)O2 (centres undefined)
[42] O=C(OC(C(=O)Nc1cc(Cl)cc(Cl)c1)c1ccccc1)C1=COCCO1 (centres undefined)

assay / entry,37,38,39,40,41,42
Runt-CBFb FRET,-2,-2,-6,1,3,-1
FXIa inh,2,2,-3,-4,-4,9
KLK5 inh,-11,nt,nt,-6,14,-7
Runt-SMMHC FRET,-4,1,-3,-12,1,0
Thrombin inh,-1,0,-8,-14,-7,2
14-3-3 Bad PPI,1[fluorescence artefact?],-3,-1,-6,10,-8
Hck-Nef inh,8,2,5,-2,0,8
Wee1 stabilizer,1,4,3,0,1,1
FXIIa inh 1536,4,12,6,-4,2,15

Three structures from above, sorted by SMILES length, descending.
[27] COc1ccc(NS(=O)(=O)c2cc(NC(=O)c3cnccn3)ccc2N2CCCC2)cc1
[17] COc1ccc(CNc2cc(NCCCO)c([N+](=O)[O-])c3nonc23)cc1
[12] CCOC(=O)N1CCN(C(=O)CSCc2nc(-c3ccccc3C)oc2C)CC1

assay / entry,27,17,12
Runt-CBFb FRET,-4,-12,-2
FXIa inh,21,2,4
KLK5 inh,-15,-2,3
Runt-SMMHC FRET,-4,-2,2
Thrombin inh,-5,7,5
14-3-3 Bad PPI,17,-7,4
Hck-Nef inh,6,9,0
Wee1 stabilizer,-2,5,5
FXIIa inh 1536,23,8,15

(further entries)
[43] O=C(NCCN1CCOCC1)c1ccc2c(c1)N(Cc1ccc(F)cc1)C(=O)CS2
[44] O=C(CSc1nc2c(cnn2-c2ccc(F)cc2)c(=O)[nH]1)N1CCCCCC1
[45] NC(=O)COc1ccccc1
[46] Nc1nc(SCC(=O)Nc2ccc([N+](=O)[O-])cc2)n[nH]1
[47] c1ccc2c(N3CCCCC3)nc(N3CCCCC3)nc2c1
[48] Cc1nn(Cc2ccccc2)c(Cl)c1C(=O)OCc1nnc(-c2ccc(Cl)cc2)o1

assay / entry,43,44,45,46,47,48
Runt-CBFb FRET,1,-3,2,1,-1,-1
FXIa inh,-16,9,-1,-6,2,-5
KLK5 inh,-28,68*,0,-5,0,-26
Runt-SMMHC FRET,1,-2,-1,4,-7,0
Thrombin inh,-12,41*,-4,-7,2,-6
14-3-3 Bad PPI,-8,-3[fluorescence artefact?],-5,-4,-16,-7
Hck-Nef inh,-1,7,18,20,8,2
Wee1 stabilizer,-1,-2,-2,-1,3,2
FXIIa inh 1536,-6,20,2,6,12,-2

[49] CNc1ccccc1-n1ccc(-c2ccccc2)n1
[50] O=C(C1CCN(Cc2ccc(Cl)cc2)CC1)N1CCN(C(c2ccccc2)c2ccccc2)CC1
[51] Cc1cccc(C)c1OCc1nc2ccccc2c(=O)n1/N=C/c1c[nH]c2ccccc12
[52] COc1cccc(CN2CCNC(=O)C2CC(=O)NCCn2ccc3ccccc32)c1OC (centres undefined)

assay / entry,49,50,51,52
Runt-CBFb FRET,0,-2,-2,-6
FXIa inh,5,6,6,-7
KLK5 inh,-6,-8,-2,-29
Runt-SMMHC FRET,-7,-1,0,-2
Thrombin inh,-2,-16,-6,-6
14-3-3 Bad PPI,6,28[fluorescence artefact?],-2,-12
Hck-Nef inh,7,1,4,16
Wee1 stabilizer,2,-2,2,1
FXIIa inh 1536,8,12,12,2
